High-throughput results deposited in PubChem BioAssay by several laboratories.
MEKK3 PB1 HTS – MEKK3-MEK5 PB1 interaction, increase or decrease | AID 1529 | Q99759 | bead-based flow cytometry, Alexa488-MEK5 binding to MEKK3; actives lie on both sides; 0 = blocked by unlabeled MEK5, 100 = vehicle | binding response (% of control), % at 10 µM | 1.4% of 290,000 active;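 active = binding response more than 3 SD above or below the average of its plate-row segment, actives on both sides; inconclusive = wells at one plate position flagged as instrument error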;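 note: Alexa488 bead fluorescence after subtracting the streptavidin-only scavenger bead signal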
UBC9 SUMO inh – inhibitors of human SUMOylation (UBC9) | HTRF SUMOylation assay, SAE1/SAE2 + UBC9, in vitro | inhibition, % at 35 µM | 0.36% of 290,000 active; in the data active = inhibition above about 50%, passing the limit was not always enough; inconclusive = no clear call, values can overlap the other calls; note: strong numbers were not always called active
p-CIP stab down – compounds decreasing mouse p/CIP protein stability. Q05BA5. F442A p/CIP-EGFP cells, EGFP fluorescence, 16 h. decrease of EGFP signal, % at 10 µM. 0.01% of 290,000 active. AID 1984;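 active = EGFP signal decrease of at least 30% at 10 µM or well 3 SD below plate mean, unless failing retest; inactive = the rest, including hits failing retest or dose response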; note: some compounds called inactive have numbers as strong as hits; many of its hits are not listed in these tables
DNA FID counter – counter-screen for HCV NS3 helicase inhibitors: DNA intercalator displacement; DNA fluorescent intercalator displacement, fluorescence; inhibition, % at 7.9 µM; 0.17% of 290,000 active; AID 1845; in the data active = inhibition above about 37%;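 note: 0% = vehicle and 100% = reference compound; higher means more ethidium bromide displaced from hairpin DNA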
IMP-1 inhibitor – blocks Pseudomonas aeruginosa IMP-1 metallo-beta-lactamase; AID 1556; purified IMP-1, nitrocefin hydrolysis, epi-absorbance fluorescence; 0.45% of 290,000 active; inhibition, % at 5.6 µM;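 active = inhibition above the mean plus 3 SD of all compounds in the same screening run, cut at about 4.5% in these data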;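 note: 0% = IMP-1 with DMSO and 100% = DMSO wells lacking enzyme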
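Material – recombinant IMP-1 enzyme, purified · Amount – IMP-1 0.2 nM before substrate addition · Medium – HEPES buffer pH 7.1 with ZnSO4 and Brij 35 · Timing – 25 °C, 15 min preincubation, 25 min reaction · Measured by – plate fluorescence quenching by hydrolysis product, ex 480/em 530 nm · Read-out – percent enzyme inhibition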
HCV NS3 hel inh – HCV NS3 helicase inhibition; NS3 helicase DNA unwinding, Cy5 molecular beacon fluorescence; inhibition, % at 10.9 µM; 0.56% of 290,000 active; AID 1800;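 active = inhibition above the mean of all tested compounds plus 3 SD, set per campaign, cut at about 35% in these data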;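 note: 0% = DMSO wells and 100% = thioflavine S control wells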
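Assay system: hepatitis C virus NS3 helicase domain fragment enzyme. Also added: annealed dual-labelled DNA beacon duplex, ATP-started. Timing: 1 h reaction at 25 °C, ATP-initiated. Technique: Cy5 fluorescence at 0 and 60 min, beacon hairpin quenching. Evaluation: % inhibition of unwinding. Replication: one well per compound.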
VIM-2 inh – inhibitors of Pseudomonas aeruginosa VIM-2 metallo-beta-lactamase; purified VIM-2, nitrocefin hydrolysis, epi-absorbance fluorescence; 0.89% of 290,000 active; inhibition, % at 5.6 µM;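 active = inhibition above the mean of all tested compounds plus 3 SD, cutoff set per screening run, cut at about 7.5% in these data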;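 note: red hydrolysis product quenches plate fluorescence so inhibitors raise well fluorescence; 0% = enzyme with DMSO and 100% = DMSO without enzyme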
PHOSPHO1 block – PHOSPHO1 (human) inhibition; recombinant PHOSPHO1, absorbance phosphatase assay; inhibition, % at 13.3 µM; 1.1% of 290,000 active; AID 1565; in the data active = inhibition above about 60%
IDE cell activ – boosts human insulin-degrading enzyme activity in HEK cells | P14735 | FAbeta-B cleavage, fluorescence polarization; 0% vehicle, 100% cell-free pure enzyme wells | activation, % at 5.96 µM | 0.073% of 340,000 active;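 active = activation above the mean of all tested compounds plus 3 SD, set per screening campaign, cut at about 17% in these data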
Target sequence (P14735 whole entry, looked up): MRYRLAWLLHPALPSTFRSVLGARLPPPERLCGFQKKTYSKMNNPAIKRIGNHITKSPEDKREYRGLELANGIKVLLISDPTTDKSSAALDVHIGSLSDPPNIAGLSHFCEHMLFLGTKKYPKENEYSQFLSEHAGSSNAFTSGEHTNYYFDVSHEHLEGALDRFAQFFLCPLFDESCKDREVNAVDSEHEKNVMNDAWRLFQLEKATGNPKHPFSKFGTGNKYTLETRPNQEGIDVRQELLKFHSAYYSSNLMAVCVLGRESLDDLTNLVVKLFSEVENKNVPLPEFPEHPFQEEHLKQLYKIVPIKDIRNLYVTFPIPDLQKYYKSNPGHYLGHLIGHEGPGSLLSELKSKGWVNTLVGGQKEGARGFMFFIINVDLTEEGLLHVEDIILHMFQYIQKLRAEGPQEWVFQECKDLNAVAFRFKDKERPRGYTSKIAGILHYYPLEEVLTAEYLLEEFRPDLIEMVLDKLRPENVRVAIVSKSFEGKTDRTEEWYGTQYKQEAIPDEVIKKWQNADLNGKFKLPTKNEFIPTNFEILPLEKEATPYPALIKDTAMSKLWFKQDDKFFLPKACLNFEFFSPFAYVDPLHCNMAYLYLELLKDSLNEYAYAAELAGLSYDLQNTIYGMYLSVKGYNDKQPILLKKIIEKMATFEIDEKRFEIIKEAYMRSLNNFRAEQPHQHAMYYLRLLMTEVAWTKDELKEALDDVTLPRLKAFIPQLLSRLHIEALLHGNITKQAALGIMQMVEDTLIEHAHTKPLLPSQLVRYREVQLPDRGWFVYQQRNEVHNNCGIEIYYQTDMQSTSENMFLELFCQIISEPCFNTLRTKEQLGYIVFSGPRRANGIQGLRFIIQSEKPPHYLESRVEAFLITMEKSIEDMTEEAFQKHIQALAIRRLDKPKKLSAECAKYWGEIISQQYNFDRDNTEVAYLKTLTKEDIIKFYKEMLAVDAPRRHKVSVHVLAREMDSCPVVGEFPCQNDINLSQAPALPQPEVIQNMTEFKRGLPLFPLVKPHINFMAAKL
The depositor's hits bear a star; ? = inconclusive; . = no result given; [ ] = remark or other dose. Not all compounds are listed; count on the stated rates, not on these rows.

SMILES	MEKK3 PB1 HTS	UBC9 SUMO inh	p-CIP stab down	DNA FID counter	IMP-1 inhibitor	HCV NS3 hel inh	VIM-2 inh	PHOSPHO1 block	IDE cell activ
Cc1cc(C)c(C(=O)CSc2n[nH]c(=O)n2C2CC2)cc1C	102.0	13.8	-8.0	-20.2	-2.5	-5.6	-3.6	-25.3	-5.3
Cc1c([N+](=O)[O-])c(C(=O)N2CCCC2)nn1C	102.0	12.8	-16.5	0.1	-2.5	0.2	-4.8	28.7	5.8
CCc1nc2ccc(C(=O)Nc3cccc(C(C)=O)c3)cc2nc1CC	96.0	-1.0	-2.7	-12.4	-1.2	-3.6	-1.4	-1.8	-5.0
CCOC(=O)c1c(-c2ccc(Cl)cc2)cn2ccccc12	102.0	-2.1	-8.9	-6.6	0.7	3.2	1.1	35.4	1.0
O=C1c2ccccc2C(O)(Cc2ccccc2)N1c1ccc2c(c1)OCO2 (configuration not stated)	93.0	2.9	-8.7	-19.1	-2.7	5.5	-3.8	10.6	3.2
CCOC(=O)c1c(-c2ccccc2)csc1NC(=O)c1cc2ccccc2oc1=O	96.0	11.7	-2.4	-1.5	-4.6	18.0	-2.2	3.5	-0.9
CC(=O)NS(=O)(=O)c1ccc(NC(=O)c2ccccn2)cc1	85.0	-2.0	2.3	-12.7	-2.2	1.8	1.5	-5.1	-2.7
Cc1ccccc1NS(=O)(=O)c1ccc(-c2ccc(=O)[nH]n2)o1	97.0	11.2	5.6	-7.1	0.3	11.5	-0.3	18.1	7.4
NC(=O)c1c(NC(=O)COC(=O)c2ccc(S(=O)(=O)Nc3ccccc3)cc2)sc2c1CCCC2	107.0	33.3	-6.7	-5.8	-3.1	5.6	-4.0	38.5	-2.4
CCOC(=O)C1CCN(C(=O)/C=C/c2ccccc2OC)CC1	105.0	0.9	-3.2	-20.0	0.4	3.4	-3.0	6.4	2.7
Cc1noc(C)c1CS(=O)(=O)c1ccc([N+](=O)[O-])cc1	101.0	-18.4	-7.0	3.5	-0.5	-5.6	-0.8	39.7	5.2
COc1ccc(OC)c(NC(=O)CCN2CCN(C/C=C/c3ccccc3)CC2)c1	101.0	-3.9	-1.8	3.5	0.2	-20.6	0.0	34.3	0.3
O=CN1CCN(C(=O)Cc2ccc([N+](=O)[O-])cc2)CC1	99.0	5.6	-5.0	1.8	-1.0	7.2	-1.2	-2.8	7.3
COc1cccc(S(=O)(=O)Nc2noc3ccccc23)c1	107.0	15.1	-15.3	-3.7	-2.8	-0.5	-3.4	28.4	-1.0
CC(C)C(=O)Nc1c(-c2cccs2)c(=O)c2ccccc2n1C	87.0	25.7	-5.5	1.8	-0.8	-2.8	-2.5	21.7	10.3
CCN1CCCC1CN=Cc1c(O)n(-c2ccccc2)c(=O)c2ccccc12 (configuration not stated)	101.0	13.8	-8.3	9.8	-1.7	0.3	-1.7	10.4	2.4
COc1cc(OC)cc(C(=O)N2CCC(C(=O)NCCc3ccccc3)CC2)c1	101.0	-7.0	-6.6	-44.4	0.3	-13.1	0.6	30.1	7.2
Cc1nonc1NC(=O)CSc1nnc(-c2ccoc2C)n1-c1cccc(Cl)c1	106.0	26.1	1.6	-22.6	-0.2	0.9	-0.6	-4.4	-1.1
O=C(CSc1nc2ccccc2n1CCc1ccccc1)NC1CC1	102.0	11.1	-6.1	-16.4	-2.5	-4.8	-2.1	-7.1	-1.1
Cc1ccc(/C=N/NC(=O)c2csc(C)c2)o1	95.0	3.9	4.4	-0.5	-1.3	-4.7	-3.1	-15.8	-1.1
O=S(=O)(Cc1nnnn1-c1ccccc1)c1ccc(F)cc1	99.0	-0.8	1.9	-3.1	-4.0	-2.6	-1.2	41.4	3.5
COc1cc(/C=C/C(=O)O)cc2c1OCCO2	63.0	-1.9	-11.3	1.9	1.5	-3.7	0.7	-36.8	2.1
O=C(NCc1cccc(C(F)(F)F)c1)C1CC(c2ccc(C(F)(F)F)cc2)=NO1 (configuration not stated)	90.0	-15.6	11.3	.	.	.	.	8.9	5.5
Cc1cc(C)n(-c2nc3ccccc3n3nnnc23)n1	99.0	-3.3	-8.0	7.8	-2.2	-8.6	-0.5	-24.6	-0.8
CCN(CC)c1ccc(S(=O)(=O)N2CCOCC2)cc1NC(=O)CSC(=S)N1CCCC1	107.0	6.2	-8.6	-38.3	0.1	-3.9	-1.4	.	-3.1
COC(=O)c1c(C(=O)OC)c2ccccn2c1C(=O)c1ccc([N+](=O)[O-])cc1	102.0	13.0	-0.2	-18.9	-0.7	-0.7	0.9	28.0	6.0
CCOC(=O)N1CCN(C(=O)CSc2nnc(Cn3c(=O)sc4ccccc43)n2C)CC1	98.0	-24.4	6.1	0.5	-3.3	6.2	-2.7	4.9	3.1
O=C(O)c1ccc(NC(=O)c2ccccc2Br)c(NC(=O)c2ccccc2Br)c1	106.0	14.5	-3.0	-33.2	-3.0	10.2	0.7	3.8	-6.8
CCN(CC)C(=O)c1c(Cl)nc(C)c([N+](=O)[O-])c1C	81.0	-15.4	2.9	6.6	-0.9	-7.0	1.0	-7.9	-5.2
CCc1cc2c(=O)c(-c3cnn(-c4ccccc4)c3)c(C)oc2c(CN2CCCCC2)c1O	99.0	30.9	-2.6	8.0	-1.7	-6.9	-2.1	50.3	4.2
CC(C(=O)NC1CCCCCC1)n1cc([N+](=O)[O-])cn1 (configuration not stated)	97.0	-12.6	11.2	-3.2	-1.4	10.2	-1.6	5.8	0.5
O=C(CN1CCOCC1)Nc1cccc(S(=O)(=O)N2CCCCCC2)c1	99.0	9.2	-8.2	-8.7	-3.5	-1.0	-3.2	22.8	3.8
O=C(C1=C[C@H](c2ccc(Br)cc2)C[C@H](OCc2ccc(CO)cc2)O1)N1CCN(Cc2ccc3c(c2)OCO3)CC1	106.0	-6.3	-15.2	-14.7	-3.1	-32.7	-2.1	23.7	3.2
C#CCN(C(=O)c1cc(COc2ccc(C)c(C)c2)on1)C1CCCCC1	98.0	-7.8	-3.6	-22.8	-2.5	-10.9	-3.0	41.4	1.1
COc1ccccc1N1CCN(C(=O)C(=O)c2c(C)n(C)c3ccccc23)CC1	94.0	12.6	-4.0	-54.6	-1.3	-1.6	-0.7	18.1	0.7
FC(F)Oc1ccc(NC(=S)NC2CCSc3ccccc32)cc1 (configuration not stated)	103.0	-8.8	-6.0	-14.4	1.2	-1.7	-1.2	-123.1	5.9
COc1ccc(-c2ccc([C@H]3[C@H]4C=CC[C@@H](C)[C@@H]4C(=O)N3Cc3ccccc3)c(F)c2)cc1OC	103.0	-7.1	5.9	.	.	.	.	13.3	-0.8
CCc1nc(SCC(=O)N2c3ccccc3Sc3ccccc32)c2ccccc2n1	100.0	-20.2	4.6	4.0	-2.1	-1.4	0.0	15.4	5.4
Cn1c(=O)c2[nH]c(Nc3ccccc3)nc2n(C)c1=O	100.0	17.0	-3.5	-4.8	-2.9	4.1	-0.5	-27.1	1.4
C=CCSc1nc(N)c(C#N)c(-c2ccccc2)c1C#N	?	-12.8	-3.6	-3.5	-3.0	5.8	-3.1	4.6	-2.0

In another format: entries from further up
mol | MEKK3 PB1 HTS | UBC9 SUMO inh | p-CIP stab down | DNA FID counter | IMP-1 inhibitor | HCV NS3 hel inh | VIM-2 inh | PHOSPHO1 block | IDE cell activ
COc1ccc(-c2ccc([C@H]3[C@H]4C=CC[C@@H](C)[C@@H]4C(=O)N3Cc3ccccc3)c(F)c2)cc1OC | 103.0 | -7.1 | 5.9 | . | . | . | . | 13.3 | -0.8
CCc1nc(SCC(=O)N2c3ccccc3Sc3ccccc32)c2ccccc2n1 | 100.0 | -20.2 | 4.6 | 4.0 | -2.1 | -1.4 | 0.0 | 15.4 | 5.4
Cn1c(=O)c2[nH]c(Nc3ccccc3)nc2n(C)c1=O | 100.0 | 17.0 | -3.5 | -4.8 | -2.9 | 4.1 | -0.5 | -27.1 | 1.4
C=CCSc1nc(N)c(C#N)c(-c2ccccc2)c1C#N | ? | -12.8 | -3.6 | -3.5 | -3.0 | 5.8 | -3.1 | 4.6 | -2.0

Returning to the listing; the three compounds before the break are reprinted first.
SMILES	MEKK3 PB1 HTS	UBC9 SUMO inh	p-CIP stab down	DNA FID counter	IMP-1 inhibitor	HCV NS3 hel inh	VIM-2 inh	PHOSPHO1 block	IDE cell activ
CCc1nc(SCC(=O)N2c3ccccc3Sc3ccccc32)c2ccccc2n1	100.0	-20.2	4.6	4.0	-2.1	-1.4	0.0	15.4	5.4
Cn1c(=O)c2[nH]c(Nc3ccccc3)nc2n(C)c1=O	100.0	17.0	-3.5	-4.8	-2.9	4.1	-0.5	-27.1	1.4
C=CCSc1nc(N)c(C#N)c(-c2ccccc2)c1C#N	?	-12.8	-3.6	-3.5	-3.0	5.8	-3.1	4.6	-2.0
COc1ccc(-c2nnn(Cc3nc(N)nc(N4CCCCC4)n3)n2)cc1	102.0	-19.0	-2.0	-28.8	-2.7	-13.8	-1.9	3.7	1.8
Cc1ccc(NC(=O)CN(c2ccc3c(c2)OCO3)S(=O)(=O)c2c(C)n[nH]c2C)cc1	108.0	-3.2	4.8	-16.2	-1.9	-1.1	-4.5	6.4	-5.8
COc1ccc(NC2CCCN(C(=O)CCN3Cc4ccccc4C3=O)C2)cc1 (configuration not stated)	102.0	-1.4	2.9	-22.1	-2.7	20.0	-1.0	37.5	2.4
Cc1ccccc1C(=O)OC1OC(=O)C(Cl)=C1Nc1ccc(C(=O)O)cc1 (configuration not stated)	98.0	-14.0	-0.1	-12.8	-3.2	6.4	-2.4	3.5	1.4
O=C(c1ccco1)N(CCCN1CCOCC1)c1nc(-c2ccc(Cl)cc2)cs1	103.0	-10.4	-3.2	2.0	-1.8	-54.3	-2.9	0.1	-0.9
COC(=O)c1ccnc(SCC(=O)c2ccccc2)c1	99.0	4.8	2.7	-8.9	-2.2	-6.8	-3.1	9.4	-0.9
O=C(NN1C(=O)c2ccccc2NC1c1ccc([N+](=O)[O-])o1)c1ccccc1 (configuration not stated)	102.0	-1.1	-2.7	-0.1	-4.2	-0.6	-1.6	-3.0	-0.1
Cc1ccc(S(=O)(=O)NC(CCc2ccccc2)CC(=O)C(C)(C)C)cc1 (configuration not stated)	99.0	-9.4	-3.0	-26.4	-2.9	0.5	-0.3	-13.5	.
CCOc1ccccc1NC(=O)Cn1c(=O)n(CCC(=O)NC2CCCC2)c(=O)c2ccccc21	109.0	11.9	-4.1	-4.5	-3.2	-1.6	-6.2	10.8	0.2
O=C1CCCCC1C(O)c1ccc(Cl)cc1 (configuration not stated)	102.0	13.9	5.5	-5.0	-2.6	-5.2	-2.5	32.7	.
NC(=O)CN1N=C(c2cc(Cl)sc2Cl)CSC1=O	106.0	12.2	2.9	-5.9	-0.1	-2.0	-2.6	-8.1	6.0
O=C(Cc1ccccc1)Nc1nc2ccccc2s1	106.0	-24.6	-8.1	-2.7	-2.1	0.7	0.6	-1.2	-2.2
CCn1c2ccccc2c2nnc(SCC(=O)Nc3c(C)n(C)n(-c4ccccc4)c3=O)nc21	2.0*[inhibitor]	1.2	6.7	-16.6	-2.2	1.6	3.3	30.0	0.5
